Efflux pump mplx – inhibitors of Candida antifungal efflux pumps expressed in yeast; AID 485275; S. cerevisiae Candida pump triplex, Nile Red efflux; inhibition, % at 10 µM; 0.44% of 330,000 active;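 active = plate passing quality check with inhibition over a set limit, or well fluorescence over plate mean plus 4 SD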;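 also: Nile Red retained in pooled yeast measured as flow cytometry median fluorescence; 0% = buffer negative control and 100% = Enniatin B positive control; higher means more Nile Red kept so more efflux inhibition; some compounds called inactive have numbers as strong as hits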
ZTA counter – ZTA (EBV) inhibition in EBNA-1 counter-screen | P03206 | ZTA-DNA binding, fluorescence polarization | inhibition, % at 11 µM | 0.15% of 320,000 active; in the data active = inhibition above about 33%
Target sequence (P03206 whole entry, looked up): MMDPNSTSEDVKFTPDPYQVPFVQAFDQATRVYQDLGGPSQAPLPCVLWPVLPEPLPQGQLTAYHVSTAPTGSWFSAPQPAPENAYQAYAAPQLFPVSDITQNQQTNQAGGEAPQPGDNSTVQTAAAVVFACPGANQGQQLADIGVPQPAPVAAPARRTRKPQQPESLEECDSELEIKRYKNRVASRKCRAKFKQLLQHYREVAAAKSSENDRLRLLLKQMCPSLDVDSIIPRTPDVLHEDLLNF
GLD-1 TGE inh – GLD-1-TGE RNA interaction inhibition (C. elegans) | inhibition, % at 5.96 µM | AID 2280 | purified GLD-1 + fluorescein TGE RNA, fluorescence polarization | 0.44% of 320,000 active;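 active = percent inhibition above a per-plate cutoff, the plate mean of test compounds plus 3 SD, cut at about 30% in these data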;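 also: 0% = DMSO wells with GLD-1 and probe and 100% = wells lacking GLD-1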
Target sequence (Q17339 whole entry, looked up): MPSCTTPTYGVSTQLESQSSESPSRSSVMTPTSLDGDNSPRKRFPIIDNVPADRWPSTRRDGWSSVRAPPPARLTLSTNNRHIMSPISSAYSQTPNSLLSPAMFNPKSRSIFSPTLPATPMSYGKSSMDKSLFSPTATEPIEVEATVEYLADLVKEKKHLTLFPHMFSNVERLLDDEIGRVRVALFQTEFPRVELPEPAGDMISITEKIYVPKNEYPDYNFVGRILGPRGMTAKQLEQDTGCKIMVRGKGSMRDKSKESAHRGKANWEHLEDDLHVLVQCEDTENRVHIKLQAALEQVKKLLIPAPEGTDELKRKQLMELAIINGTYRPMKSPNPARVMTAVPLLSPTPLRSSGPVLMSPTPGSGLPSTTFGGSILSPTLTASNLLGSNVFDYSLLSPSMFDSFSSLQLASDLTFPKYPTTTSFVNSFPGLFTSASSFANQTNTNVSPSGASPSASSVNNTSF
EBNA-1 inhibitor – blocks EBNA-1 binding to DNA | inhibition, % at 14.8 µM | 0.34% of 300,000 active | EBNA-1 DNA binding, fluorescence polarization | AID 1950; in the data active = inhibition above about 28%
Fam108B inh – counter-screen for RBBP9 inhibitors: inhibitors of mouse Fam108B; recombinant Fam108B, FP-Rh probe fluorescence polarization; inhibition, % at 9.51 µM; 0.33% of 300,000 active; AID 1947;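 active = inhibition above the screen mean inhibition plus 3 SD, computed separately per campaign, cut at about 18% in these data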;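 also: inhibitors lower polarization as less probe binds the enzyme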
BCLXL inh – inhibitors of human Bcl-xL | Q07817 | GST-Bcl-xL / FITC-Bim BH3 peptide fluorescence polarization | inhibition, % at 10.9 µM | 0.7% of 320,000 active;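 active = inhibition above the mean of all tested compounds plus 3 SD, cutoff set per campaign, cut at about 30% in these data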;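 also: 0% = DMSO wells and 100% = unlabeled Bim-BH3 peptide competitor; inhibitors lower millipolarization by displacing the labeled peptide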
MEX-5 binding – C. elegans MEX-5 TCR-2 RNA binding activity | Q9XUB2 | MEX-5/FITC-TCR2 RNA binding, fluorescence polarization; stronger effect = lower value | activity score (negative = inhibition of binding), % at 10 µM | 0.38% of 300,000 active | AID 1832;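 active = inhibition past about -25% in most replicates, and total fluorescence under double the plate's negative control median, limit read from the data; inconclusive = replicates evenly split on the limit, or fluorescence at least double controls; inactive = too little inhibition in most replicates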;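 also: 0% = DMSO and -100% = 5 µM competing unlabeled TCR2 RNA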
MCL1 BIM primary – MCL1-BIM-BH3 interaction inhibition (human); Q07820; GST-MCL1 / FITC-Bim-BH3 fluorescence polarization; inhibition, % at 10.9 µM; 0.68% of 320,000 active; AID 2057;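 active = inhibition above the mean inhibition of all tested compounds plus 3 SD, set per campaign, cut at about 40% in these data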;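 also: 0% = DMSO wells and 100% = unlabeled Bim-BH3 peptide control; higher means more loss of mP so more displacement of Bim peptide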
Target sequence (Q07820 whole entry, looked up): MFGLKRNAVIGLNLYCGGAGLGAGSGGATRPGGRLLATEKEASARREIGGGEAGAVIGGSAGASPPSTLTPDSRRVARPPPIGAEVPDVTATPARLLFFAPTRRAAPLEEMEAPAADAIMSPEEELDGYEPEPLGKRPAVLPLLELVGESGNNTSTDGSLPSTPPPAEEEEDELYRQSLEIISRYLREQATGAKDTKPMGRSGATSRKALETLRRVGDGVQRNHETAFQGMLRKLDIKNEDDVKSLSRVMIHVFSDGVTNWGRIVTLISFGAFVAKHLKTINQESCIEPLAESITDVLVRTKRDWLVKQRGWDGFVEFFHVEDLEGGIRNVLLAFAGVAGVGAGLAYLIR
CR mimetic SO – caloric restriction mimetics inhibiting age-related superoxide in yeast; 0.18% of 330,000 active; superoxide response (% of plate mean), % at 10 µM; S. cerevisiae aged cells, superoxide DHE fluorescence; stronger effect = lower value;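 active = superoxide response under a set limit, about three screen SD below normal, cut at about 65% in these data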;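 also: yeast aged for seven days with compound at 30 °C before DHE staining; 100% = average MFI of all compound-treated wells on the plate with controls excluded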
* = called active by the depositor; u = inconclusive; x = not tested or not shown. The order is random; overall some 2.3% were active at least once.

structure,Efflux pump mplx,ZTA counter,GLD-1 TGE inh,EBNA-1 inhibitor,Fam108B inh,BCLXL inh,MEX-5 binding,MCL1 BIM primary,CR mimetic SO
COc1ccc(-n2nc3c(N4CCC(C(=O)N5CCC(C)CC5)CC4)nnc(C)c3c2C)cc1,0.4,-7.1,-95.5,-4.1,-2.4,-40.4,12.7,-76.5,101.2
CCN1CCN(c2ccc(S(=O)(=O)N3CCOCC3)cc2NC(=O)/C=C/c2ccc(C)cc2)CC1,0.0,-0.8,3.3,5.8,0.8,3.6,1.1,-4.6,108.7
Cc1nc(SCc2ccc(C(=O)O)cc2)nc2c1CCCC2,-0.1,-19.7,-1.6,-2.4,0.6,4.3,-0.6,-5.9,104.9
CCOc1ccc(N=Nc2cc(C(C)C)ccc2O)cc1,-0.2,-4.2,3.2,-3.0,0.3,4.2,0.7,8.0,103.4
O=C(COc1ccc2c3c(c(=O)oc2c1)CCC3)N1CCCC1,-0.1,4.4,13.4,-4.3,-2.5,1.7,1.2,4.7,89.5
COc1cc(OC)cc(C(=O)NC(C)CNc2ccc(Cl)cc2[N+](=O)[O-])c1 (stereo not given),0.0,-7.2,-0.2,-4.0,-3.8,-3.8,1.4,-5.5,106.1
Cc1ccccc1Cn1c(C(C)O)nc2ccccc21 (stereo not given),-0.1,0.0,3.4,0.6,4.3,-9.3,-0.8,-10.7,108.0
Cc1ccc(CC2CC(=O)N(c3ccc(Cl)cn3)C2=O)cc1 (stereo not given),0.1,5.8,2.3,-4.0,-0.7,2.8,-0.9,-4.1,90.0
O=S(=O)(NC(=NCc1ccccc1)c1ccccc1)c1ccc(Br)cc1,-0.3,10.0,3.5,18.6,-0.9,6.0,-1.4,7.0,98.0
COc1ccc(N(CC(=O)N2CCN(c3ccccc3)CC2)S(=O)(=O)c2c(C)noc2C)cc1,-0.1,1.1,-0.8,7.6,-6.2,5.6,0.2,4.7,114.5
CC(C)CNC(=S)N(CCN(C)C)Cc1cc2cc3c(cc2[nH]c1=O)OCCO3,0.2,-6.1,-3.4,-3.6,-1.7,-0.1,-0.1,-6.0,88.8
CN(CC(=O)Nc1cccc(S(=O)(=O)NC2=NCCC2)c1)Cc1cccc(F)c1,-0.1,-4.4,3.4,x,x,-5.2,x,-2.0,114.0

One compound at a time, from the list above. Screens in order: Efflux pump mplx, ZTA counter, GLD-1 TGE inh, EBNA-1 inhibitor, Fam108B inh, BCLXL inh, MEX-5 binding, MCL1 BIM primary, CR mimetic SO
CC(C)CNC(=S)N(CCN(C)C)Cc1cc2cc3c(cc2[nH]c1=O)OCCO3 across the screens: 0.2, -6.1, -3.4, -3.6, -1.7, -0.1, -0.1, -6.0, 88.8
COc1cc(OC)cc(C(=O)NC(C)CNc2ccc(Cl)cc2[N+](=O)[O-])c1 (stereo not given) across the screens: 0.0, -7.2, -0.2, -4.0, -3.8, -3.8, 1.4, -5.5, 106.1
COc1ccc(N(CC(=O)N2CCN(c3ccccc3)CC2)S(=O)(=O)c2c(C)noc2C)cc1 across the screens: -0.1, 1.1, -0.8, 7.6, -6.2, 5.6, 0.2, 4.7, 114.5

More records.
structure,Efflux pump mplx,ZTA counter,GLD-1 TGE inh,EBNA-1 inhibitor,Fam108B inh,BCLXL inh,MEX-5 binding,MCL1 BIM primary,CR mimetic SO
O=C(Nc1ccccc1Cl)c1cc(S(=O)(=O)N2CCCCC2)ccc1N1CCOCC1,1.2*,-2.3,1.7,-6.9,-6.1,0.7,1.9,-9.3,117.5
CC(NC(=O)c1ccc2c(c1)S(=O)(=O)N=C1CCCCCN12)c1ccc(S(N)(=O)=O)cc1 (stereo not given),1.2,5.0,-0.1,-6.7,-4.4,1.6,4.6,-0.9,68.7
Cc1cc(C)n2c(SCC(=O)NC3CCCCC3)nnc2n1,0.0,-3.2,0.6,-2.7,1.9,8.2,-2.4,-2.4,96.4
Cc1nc2ccccc2c(=O)n1NC(=O)c1ccc(Cl)c(Cl)c1,0.0,0.2,-3.8,6.4,-1.3,7.8,-1.4,0.7,102.9
COc1cccc(C(=O)N2CCN(Cc3ccc4c(c3)OCO4)CC2)c1OC,-0.1,-4.0,-1.2,-5.0,3.7,2.5,-0.9,-0.8,95.4
COC(=O)CCC(=O)COc1ccc(OC)cc1C#N,0.0,8.5,10.1,4.0,4.4,3.7,-1.3,2.0,95.2
N=c1c2c(n(Cc3ccc(F)cc3)c3c1CCC3)CCCC2,0.0,3.0,2.0,5.1,3.1,10.0,2.4,9.4,95.7
C=CCN(C(=O)c1ccc(Cl)cc1)c1ccccc1C(=O)NCC(=O)O,0.0,6.4,-2.5,8.5,3.2,1.3,3.4,1.2,95.7
Cc1cc(C)c(S(=O)(=O)N2CCOC2CNC(=O)C(=O)NCc2ccncc2)c(C)c1 (stereo not given),-1.1,-0.2,9.9,-1.8,-0.6,4.0,-0.7,5.8,104.6
CC(C)CCNC(=O)Cn1c(=O)oc2cc(S(=O)(=O)N3CC(C)CC(C)C3)ccc21 (stereo not given),0.3,-2.6,6.4,0.5,-2.4,-8.3,1.0,-7.4,113.2
COc1ccccc1NC(=O)CN1CCN(CC(=O)Nc2ccc(F)cc2)CC1,-0.1,-0.8,2.1,14.4,5.9,5.4,x,6.6,85.6
Cc1noc(C)c1CCC(=O)Nc1c(C(C)C)cccc1C(C)C,-0.1,-0.2,-6.4,x,x,-10.3,x,-11.3,96.1
COc1ccc(/C=C2\Oc3cc(OC(=O)N4CCOCC4)ccc3C2=O)c(OC)c1,0.1,15.5,-71.5,-1.5,3.6,-28.7,u,-56.6,89.5
CSCCC(=O)N(C)CC1CCCN(CCc2cccc(C(F)(F)F)c2)C1 (stereo not given),-0.1,8.7,-2.9,2.1,0.0,3.3,2.1,12.2,81.1
CN(C)CCCNC(=O)c1ccc2[nH]c3ccccc3c2c1,0.0,7.4,-7.3,4.0,-0.6,1.3,1.0,-0.7,96.4
O=C(c1ccccc1)C1Oc2ccccc2C2CC(c3cccs3)=NN12 (stereo not given),1.5*,20.1,4.9,-11.2,-6.5,4.6,0.9,5.5,94.5
CC(OC(=O)CN1C(=O)C2CCCCC2C1=O)C(=O)Nc1ncc(Cl)cc1Cl (stereo not given),0.1,3.6,9.5,2.3,-0.4,-2.0,-1.2,-1.1,110.9
CCOc1ccc(NC(=O)CCC(=O)O)cc1,0.1,4.8,-0.4,0.5,0.8,6.1,1.8,7.5,107.4
CCOC(=O)N1CCN(c2ncnc3scc(-c4ccc(Cl)cc4)c23)CC1,0.1,1.0,-3.2,-2.6,2.6,0.8,1.2,1.2,105.2
CCCCn1c(N)c(N(CC)C(=O)c2ccccc2F)c(=O)[nH]c1=O,0.1,3.5,3.0,13.3,0.0,-1.1,-0.1,-6.5,108.3
O=C(NCCCN1CCCC1=O)c1ccc2c(=O)n(Cc3ccco3)c(=S)[nH]c2c1,0.1,-14.5,-5.7,-17.8,1.9,12.8,-1.2,5.7,77.1
CC(C)(C)C1CCc2c(sc3nc(SCC(N)=O)nc(N)c23)C1 (stereo not given),-0.1,11.2,-0.9,-15.0,5.2,0.9,1.4,-4.7,150.3
Cc1ccc(NC(=O)CNc2cccc(S(=O)(=O)N3CCCC3)c2)cc1F,-0.1,-11.5,-0.9,-4.8,-0.7,7.0,-1.6,7.1,111.6
Nc1ccc(CCS(N)(=O)=O)cc1,-0.2,-19.4,-0.5,-5.8,3.6,-3.1,-1.5,0.2,106.6
CCOc1ccc(-n2c(-c3ccco3)nc3c(cnn3-c3ccc(C)cc3)c2=O)cc1,-0.1,-3.1,2.0,-1.2,1.2,-2.7,2.2,3.8,89.5
Cc1nn2c(=O)cc(COC(=O)c3c(F)cccc3Cl)nc2s1,0.1,-2.7,2.5,x,x,-4.5,x,-7.1,108.4
CCCCN(C)S(=O)(=O)c1ccc(C(=O)Nc2nnc(-c3cccs3)o2)cc1,0.0,-14.9,11.7,-4.6,5.6,5.4,3.3,11.6,118.2
Cc1nc([N+](=O)[O-])c(SCC(N)=O)n1Cc1ccccc1,0.0,3.6,6.7,-7.4,6.5,3.1,0.1,4.5,102.2
CCCc1[nH]nc2c1C(CCC)C(C#N)=C(N)O2 (stereo not given),-0.2,-20.7,-1.7,-4.5,0.7,5.2,-0.1,-0.8,91.2
CC1CC(C)CN(S(=O)(=O)N2CCCC(C(=O)NCc3ccccc3Cl)C2)C1 (stereo not given),-0.1,10.6,1.7,8.1,1.4,4.0,-1.4,1.0,101.4
Cc1ccc(OCc2ccc([N+](=O)[O-])cc2)c([N+](=O)[O-])n1,0.1,14.8,7.4,1.7,3.1,13.8,0.1,18.1,101.4
Cc1ccc(NC(=O)CC2OC(=O)c3ccccc32)cc1S(=O)(=O)N1CCCCCC1 (stereo not given),-0.1,-3.3,3.5,x,x,2.8,x,0.4,80.4
O=C(NCC1CCOCC1)c1ccc(OC2CCN(Cc3ccccn3)CC2)cc1,0.1,3.0,1.5,7.7,-1.5,-5.9,-4.8,2.4,99.6
O=C(Nc1nccs1)c1ccc(-c2ccccc2Cl)o1,0.0,-0.4,2.3,2.5,-2.4,-1.7,-1.1,0.5,109.9
CC1CCCN(C(=O)CSc2ncccn2)C1 (stereo not given),-0.1,-0.6,9.2,-12.9,1.1,0.1,-0.9,-2.2,102.0
CC(C)c1ccc(OCC(=O)Nc2ccc3oc(=O)ccc3c2)cc1,0.4,-0.7,3.9,-8.3,1.9,1.6,0.5,-4.0,99.7
CC1CCC2(CC1)NC(=O)c1ccccc1O2 (stereo not given),0.0,17.0,-0.6,0.4,0.0,1.9,3.0,-6.2,98.4
CC(C)(C)c1nnc(NC(=O)Cc2ccc(Br)cc2)s1,-0.5,-17.1,5.5,-4.6,-0.5,8.6,-0.4,12.4,101.0
O=C(N1CCOCC1)N1c2ccccc2Sc2ccccc21,-0.1,-2.6,-1.7,7.7,-0.8,9.5,1.9,9.1,96.4
CCS(=O)(=O)N1CCN(c2ncnc3sc(C)c(C)c23)CC1,-0.1,8.3,-7.0,-9.1,-6.8,2.2,0.3,-1.1,101.6
COc1ccc(C)cc1NC(=O)COC(=O)c1ccc([N+](=O)[O-])o1,0.0,-1.4,1.6,1.1,0.6,-1.0,1.4,-2.2,114.8
Cc1cc(N/N=C2/CCCc3ccccc32)nc2ccccc12,0.0,2.7,-0.2,-9.1,2.7,4.1,-1.7,8.0,83.0
CN1CCN(C(=O)c2ccc(N(C)S(=O)(=O)c3cccs3)cc2)CC1,-0.1,24.7,3.7,4.6,-2.1,7.2,-0.7,5.5,95.9
CC1CCCN(CCCNC(=O)c2nn(C)c3c2CSc2ccccc2-3)C1 (stereo not given),0.1,4.4,-2.3,-6.5,-4.2,2.5,1.0,4.8,80.7
COC(=O)C(CCSC)NC(=O)c1cc2c(n(-c3ccc(C)cc3)c1=O)CCCC2=O (stereo not given),-0.1,1.5,3.8,2.6,-0.7,6.6,0.2,14.9,107.4
CN(CC(=O)Nc1ccc(N2CCOCC2)cc1)C(=O)CCNC(=O)c1ccccc1Cl,0.3,-12.3,-0.5,-14.1,-0.4,-6.3,-1.2,-3.9,96.9
CCOC(=O)C1CCN(CC(=O)c2c(C)[nH]c3cc(C)ccc23)CC1,0.5,10.9,-4.1,-6.0,-7.6,0.3,2.6,7.6,105.8
Cc1c(C(=O)Nc2nnc(C3CC3)s2)oc2c(Cl)cccc12,0.0,-11.7,3.0,-1.5,-0.1,6.3,-0.9,3.5,119.6

Compound activity: PubChem BioAssay, several laboratories
